HP1b chromo inh: inhibitors of HP1-beta chromodomain binding to methylated histone tails; P83916; AlphaScreen HP1-beta / biotin-H3K9me3 peptide binding; Potency, µM (top dose mostly 114 µM), for inactives: at the top dose activity change, negative = inhibition, most hits filed as inhibitors; 390,000 compounds, 0.56% hits; AID 540317; also: potency is read from the fitted curve at half-maximal effect; nearly all actives have a fitted effect of over 70% in size; inactives centre near 23
Target sequence (P83916 whole entry, looked up): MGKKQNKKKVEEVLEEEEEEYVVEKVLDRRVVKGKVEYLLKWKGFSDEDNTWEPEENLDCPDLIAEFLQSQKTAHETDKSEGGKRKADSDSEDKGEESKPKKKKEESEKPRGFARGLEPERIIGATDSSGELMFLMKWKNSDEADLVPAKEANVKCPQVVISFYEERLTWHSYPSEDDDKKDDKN
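Compound inhibition of the preformed complex between 50 nM HP1-beta and 50 nM biotinylated H3K9me3 peptide was read by AlphaScreen. Buffer was PBS pH 7.4 with 0.01% Tween-20. Incubations ran 30 min at room temperature, with 10 ug/mL donor/acceptor beads.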
PI4K2A block: PI4K2A (human) kinase inhibition | Q9BTU6 | purified PI4K2A, ADP-Glo luminescence, 1 h; hits give low values | activity change, negative = inhibition, % at 76.9 µM | 420,000 compounds, 0.13% hits; in the data active = activity change below about -50%; inconclusive = mostly about -30% to -49%;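 also: -100% = wells without enzyme as full effect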
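PI4K2A activity was measured by ADP-Glo luminescence: enzyme (4 ug/mL stock) and phosphatidylinositol (1.2 mM stock) in Tris pH 7.5/MgCl2/EGTA/Triton X-100 buffer were reacted with ATP (300 microM stock) for one hour at ambient temperature.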
Tb PGK inh: blocks T. brucei phosphoglycerate kinase; PGK/GAPDH coupled, Kinase-Glo luminescence, 60 min; 380,000 compounds, 0.043% hits; Potency, µM (series often up to 57.5 µM), for the others: at the highest dose activity change, negative = inhibition, hits mostly inhibitors; AID 602233; P07378; also: potency is read from the fitted curve at half-maximal effect; % is scaled to controls: 0 for no effect and ±100 for the full control effect; nearly all actives have a fitted effect of over 60% in size
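Recombinant glycosomal PGK reaction used 1,3-bisphosphoglycerate generated in-well by GAPDH (100nM final) in 100mM TEA pH 7.6, 5mM MgCl2, 0.01% Tween-20. After 60 minutes at room temperature, ATP was read by Kinase-Glo Plus luminescence end-point.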
mIDH1 inhibitor: blocks human mutant IDH1 R132H enzyme; Potency, µM (series often up to 76.6 µM), without a hit: top-dose activity change, negative = inhibition, actives largely listed as inhibitors; AID 602179; O75874; IDH1-R132H enzyme, NADPH consumption, diaphorase/resazurin fluorescence; 390,000 compounds, 0.093% hits; also: potency is read from the fitted curve at half-maximal effect; % is scaled to controls: 0 for no effect and ±100 for the full control effect; nearly all actives have a fitted effect of over 65% in size
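IDH1-R132H (0.5 ug/mL dispensed) in pH 7.5 Tris buffer was preincubated 30 min with compound, then given a substrate mix of 0.016 mM NADPH and 2 mM alpha-KG for 80 min at room temperature; remaining NADPH was read by diaphorase/resazurin fluorescence.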
GLS inh: blocks human kidney-isoform glutaminase activity | O94925 | GLS enzymatic activity, qHTS titration | Potency, µM (titrated, usually from 45.5 µM), for inactives: at the top dose activity change, negative = inhibition, actives largely listed as inhibitors | 410,000 compounds, 0.21% hits; also: potency is read from the fitted curve at half-maximal effect; % is scaled to controls: 0 for no effect and ±100 for the full control effect
Target sequence (O94925 whole entry, looked up, canonical isoform): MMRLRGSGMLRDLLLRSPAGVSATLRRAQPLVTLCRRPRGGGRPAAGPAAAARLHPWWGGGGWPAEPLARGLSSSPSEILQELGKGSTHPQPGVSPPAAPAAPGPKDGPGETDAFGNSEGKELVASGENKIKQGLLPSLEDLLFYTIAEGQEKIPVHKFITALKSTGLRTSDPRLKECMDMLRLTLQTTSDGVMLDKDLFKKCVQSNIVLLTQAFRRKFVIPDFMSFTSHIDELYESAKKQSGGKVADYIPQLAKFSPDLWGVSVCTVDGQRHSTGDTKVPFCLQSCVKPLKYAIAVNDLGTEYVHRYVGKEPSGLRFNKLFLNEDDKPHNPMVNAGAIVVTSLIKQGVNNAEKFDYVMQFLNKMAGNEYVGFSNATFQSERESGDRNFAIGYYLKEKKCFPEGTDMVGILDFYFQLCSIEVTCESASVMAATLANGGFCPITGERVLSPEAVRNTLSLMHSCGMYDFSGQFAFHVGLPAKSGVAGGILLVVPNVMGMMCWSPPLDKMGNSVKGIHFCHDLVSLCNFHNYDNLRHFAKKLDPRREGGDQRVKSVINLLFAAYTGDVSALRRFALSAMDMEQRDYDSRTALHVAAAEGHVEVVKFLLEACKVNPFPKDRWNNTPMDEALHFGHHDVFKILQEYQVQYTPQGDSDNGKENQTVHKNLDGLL
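hKGA in 45 mM KH2PO4 (pH 8.2), 0.02% Tween-20 with compound, then 1mM L-Glutamine (stock as added) plus glutamate oxidase/HRP/Amplex red coupling mix. Fluorescence read initially and after 30 min at RT; signal change reflects glutamate formation.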
Pin1 inhibitor: human Pin1 inhibition. Potency, µM (highest dose often 115 µM), for inactives: at the top dose activity, negative = inhibition, actives largely listed as inhibitors. 390,000 compounds, 0.009% hits. Pin1 FP peptide displacement, HiFluor488, 10 min. Q13526; active = well fitted inhibition curve with a large enough effect in the polarisation, with a control signal flat, not every such curve was filed as active; inconclusive = small, poorly fitted or top-dose-only effect, or effect the other way, or a change in a side signal; inactive = no such curve, though single readings can be large or run the other way; the % refers to the polarisation; also: potency is read from the fitted curve at half-maximal effect; % is scaled to controls: 0 for no effect and ±100 for the full control effect
Target sequence (Q13526 whole entry, looked up): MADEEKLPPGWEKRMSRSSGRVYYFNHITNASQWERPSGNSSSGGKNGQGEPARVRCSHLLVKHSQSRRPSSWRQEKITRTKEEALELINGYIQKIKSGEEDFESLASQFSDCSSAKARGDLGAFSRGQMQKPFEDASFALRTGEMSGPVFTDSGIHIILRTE
rTrxR1 inhibitor: inhibitors of rat thioredoxin reductase 1; O89049; recombinant rTrxR1, NADPH fluorescence consumption, selenite substrate; Potency, µM (highest dose often 114 µM), for the others: at the highest dose activity change, negative = inhibition, most hits filed as inhibitors; 390,000 compounds, 1% hits; AID 588453; also: potency is read from the fitted curve at half-maximal effect; % is scaled to controls: 0 for no effect and ±100 for the full control effect; nearly all actives have a fitted effect of over 65% in size
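Rat TrxR1 (90 nM in the dispensed reagent) was pre-reduced with 400 uM NADPH for 5 min at room temperature, then incubated with compound for 15 min. After 400 uM selenite was added, NADPH fluorescence (Ex 340/Em 450 nm) was followed for 8 min.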
TrxR1 substrate: rat thioredoxin reductase 1 substrate activity; O89049; purified TrxR1 substrate turnover, NADPH consumption readout; Potency, µM (doses to about 114 µM), inactives show at the top dose activity change, negative = substrate turnover; 390,000 compounds, 0.01% hits; AID 588456; also: potency is read from the fitted curve at half-maximal effect; % is scaled to controls: 0 for no effect and ±100 for the full control effect; nearly all actives have a fitted effect of over 50% in size
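Rat TrxR1, dispensed at 90 nM, was prereduced with 400 uM NADPH (final) for 5 min at ~22 deg C, then incubated with compound 15 min before 400 uM selenite. A first-read NADPH fluorescence drop versus no-compound background flagged substrates.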
USP1-UAF1 inh: blocks the human USP1/UAF1 deubiquitinase complex | O94782 | recombinant USP1/UAF1, Ub-Rhodamine cleavage fluorescence | Potency, µM (doses to about 57.1 µM), without a hit: top-dose activity change, negative = inhibition, hits mostly inhibitors | 390,000 compounds, 0.23% hits | AID 743255; also: potency is read from the fitted curve at half-maximal effect; % is scaled to controls: 0 for no effect and ±100 for the full control effect; nearly all actives have a fitted effect of over 60% in size; inactives centre near -12
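Step one: compound is pinned into 1nM USP1/UAF1 in HEPES pH 7.8 buffer with TCEP. Step two: 15 min room-temperature incubation. Step three: Ub-Rho (150nM final) starts cleavage, tracked by fluorescence over six one-minute reads.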
Active calls of the source: *; i = inactive; ? = inconclusive; & = joins results of further samples; [ ] = dose if it differs, or a comment. Unless noted, calls follow the shape of the dose curve; as a rule, active = well fitted curve in the direction sought with a large enough effect; inconclusive = small, poorly fitted or top-dose-only effect, or another doubt; inactive = no such curve, though single readings can be large; an effect the other way counts as inactive or inconclusive. A portion of the library; the hit share may differ from the screen's.

SMILES	HP1b chromo inh	PI4K2A block	Tb PGK inh	mIDH1 inhibitor	GLS inh	Pin1 inhibitor	rTrxR1 inhibitor	TrxR1 substrate	USP1-UAF1 inh
CCOc1nc(-c2ccc(Cl)cc2)nc2ccccc12	31.0%[activator]	-0.2	0.0%	2.7%	5.2%	2.4%	-7.8%	-4.7%	-6.5%
Cc1ccc(C(=O)NC(C)c2ccc(-n3ccnc3)cc2)o1 (centres undefined)	-7.5%	2.4	-6.8%	0.0%	-0.5%	-3.9%	6.5%[57.1 µM]	3.9%[57.1 µM]	-19.1%
CCOC(=O)CNc1c(-c2ccc(O)cc2)nc2ccc(Cl)cn12	-21.1%	-3.4	-1.5%	21.8%	53.2%[activator]	0.5%	0.5%	1.8%	-17.1%
O=C(Nc1sc2c(c1C(=O)c1ccc(Cl)cc1)CCCC2)c1cccnc1	-39.7%	0.9	-7.5%	-2.7%	6.1%	1.5%	14.5%	3.9%	-21.4%
COC(=O)CSc1nc2sccc2c(=O)n1-c1ccccc1	7.8%	-0.4	1.0%	2.3%	-1.6%	1.4%	15.4%[0.0914 µM]	15.2%[0.0914 µM]	-0.5%
O=C(CSc1nnc(COc2cccc3cccnc23)o1)N1CCCC1	33.4%	-0.7	5.7%	9.1%	-8.2%	-5.0%	11.1%[57.1 µM]	17.4%[57.1 µM]	-4.7%
COc1ccc(NC(=O)CC2C(=O)N(c3ccccc3)C(=O)N2CCC2=CCCCC2)cc1 (centres undefined)	26.1%	-6.9	12.6%	-9.9%	-1.3%	-2.1%	5.3%	-5.9%	1.7%
Cc1ccc(C(=O)COC(=O)CCCC(=O)Nc2cc(C(F)(F)F)ccc2Cl)cc1C	29.3%&38.7%	-4.1&-5.8	-16.9%	6.6%&4.5%	-6.9%&3.2%	-7.6%&-1.1%	15.8%&0.2%	2.3%&-11.5%	-21.4%&-18.6%
Cc1nn(-c2ccccc2)c(Cl)c1C(=O)Nc1ccc(N2CCOCC2)cc1	44.4%[activator]	1.1	i	0.1%	-8.5%	-0.3%	6.6%[57.1 µM]	4.9%[57.1 µM]	-7.9%
CCC(=O)OC1(C)C(=O)C=C2C=C(CCCC(=O)OC)OC=C2C1=O (centres undefined)	-23.3%	-24.3	-13.5%	-4.3%	?	?	-17.7%	-9.7%	?
COc1cc(C(=O)NCC(=O)NNC(=O)CN(C)S(=O)(=O)c2ccc(Cl)cc2)cc(OC)c1OC	31.0%[57 µM]	-24.4	i	1.5%	-8.3%	-12.1%	6.9%	7.8%	-4.6%
O=C(COc1ccccc1[N+](=O)[O-])N/N=C/c1cccc(OC(=O)c2ccc3c(c2)OCO3)c1	3.9%	-3.1	-1.6%	-2.8%	-1.1%	5.6%	12.6%	0.0%	-20.0%
Cc1ccc(-c2nc3ccccc3s2)cc1NC(=O)COc1ccccc1	24.6%	0.5	-0.8%	-0.8%	-0.3%	-5.1%	12.9%	11.1%	-18.5%
COc1ccc(F)cc1-c1nc(N)nc(N)n1	36.4%	8.2	1.3%	0.0%	-6.5%	-0.8%	24.7%	19.4%	-22.9%
CCOC(=O)Cn1c(S(=O)(=O)Cc2ccccc2)nc2ccccc21	26.8%	-2.6	-1.3%	-5.9%	4.3%	0.5%	7.2%[57.1 µM]	5.0%[57.1 µM]	11.9%
COc1ccc(S(=O)(=O)N2CCN(CC(=O)N3c4ccccc4CC3C)CC2)cc1OC (centres undefined)	18.6%	1.6	-10.0%	3.2%	-3.7%	-2.4%	3.0%	1.1%	-23.5%
Cc1nc2nc(NC(=O)c3ccc(F)cc3)[nH]n2c(=O)c1Cc1ccccc1	20.9%	1.2	0.6%	-9.4%	-1.6%	-1.3%	25.3%	3.4%	9.9%
COc1ccc(C(C)NC(=O)C2CCCC2)cc1 (centres undefined)	38.4%[activator]	16.0	-2.6%	-5.9%	-9.9%	0.8%	25.2%	-0.4%	-10.4%
O=C(CNC(=O)C12CC3CC(CC(C3)C1)C2)N/N=C\c1ccccn1	0.2%	-10.2	-3.5%	3.4%	1.2%	-4.3%	7.9%[57.1 µM]	5.1%[57.1 µM]	-5.4%
CCCc1cc(=O)[nH]c(SCC(=O)Nc2cc(S(=O)(=O)N(CC)c3ccccc3)ccc2Cl)n1	-1.0%	0.2	i	4.7%	16.4%	-0.1%	-6.8%	-11.2%	1.9%
O=C(C(NS(=O)(=O)c1cccc2nsnc12)c1ccccc1)N1CCN(c2ccccn2)CC1 (centres undefined)	22.0%	3.8	-0.4%	5.6%	-2.5%	?	-8.9%	-4.2%	-23.5%
CS(=O)(=O)c1ccc2nc(NC(=O)C3CCCCC3)sc2c1	30.6%	7.0	-8.4%	-2.1%	-3.3%	-8.9%	13.8%[57.1 µM]	5.6%[57.1 µM]	-11.8%
O=C(CN1CCN(c2ccc(F)cc2)CC1)NCc1ccc(F)cc1	24.4%	-1.2	i	-0.5%	15.8%	-4.8%	21.9%	8.4%	-23.5%
CC(C)c1ccc2[nH]c(O)c(N=NC(=S)NCCc3ccccc3)c2c1	-4.8%	-1.8	-3.0%	-4.4%	1.5%	3.7%	7.5%	-5.3%	-6.8%
C/C(=N\Nc1ccccc1Cl)c1ccc(-n2ccnc2)cc1	?	-1.0	-3.5%	-5.7%	?	4.0%	-0.6%[57.1 µM]	-12.1%	-21.6%
O=C(CSC1=NCCS1)Nc1ccnc2ccccc12	41.5%[activator]	0.8	0.9%[11.5 µM]	-0.5%	-0.6%	3.8%	21.4%	-12.2%	-25.4%
O=C(CN1C(=O)C2C3CCC(C3)C2C1=O)OCC(=O)c1cccc([N+](=O)[O-])c1 (centres undefined)	23.8%	-0.4	-8.1%	5.3%	1.2%	-3.9%	2.8%	-0.1%	-13.9%
C[N+]1(CCOC(=O)C2(c3ccccc3)CCCC2)CCCCC1	22.6%	-3.5	i	9.3%	-1.8%	2.6%	17.7%[57.1 µM]	3.2%[57.1 µM]	-1.2%
CCSc1nnc(Cn2c(=O)sc3ccccc32)n1-c1ccc(OC)cc1	20.0%	0.0	-8.5%	13.8%	0.7%	1.4%	28.7%	0.5%	-14.7%
Cc1oc2ccc(O)c(CN3CCN(C)CC3)c2c1C(=O)Nc1ccccc1	17.5%	-3.3	-6.0%	-11.8%	11.6%	-3.4%	14.3%	-1.4%	-7.6%
COc1cc(OC)c(OC)cc1/C=N/Nc1ncnc2c1[nH]c1ccc(C)cc12	40.1%[activator]	0.6	-3.2%	5.1%	3.4%	?	3.2%	-1.8%	-14.5%
CC(C)(C)NCCCCOc1ccc(F)cc1	28.7%	-5.5	0.3%	1.9%	0.9%	-6.0%	15.2%	8.8%	-6.6%
COc1ccc(/C=C2\N=C(SC)SC2=O)cc1OC	26.6%	-1.6	9.1%	-4.0%	-0.8%	?	16.9%[57.1 µM]	1.2%[57.1 µM]	-12.7%
COc1ccc(N2CCN(S(=O)(=O)c3ccc(-c4ccno4)cc3OC)CC2)cc1	-5.7%	-2.6	i	8.2%	2.8%	-3.0%	4.0%[57.1 µM]	-8.9%[57.1 µM]	-22.7%
COc1ccc(S(=O)(=O)N(C)C[C@H]2Oc3c(cccc3N(C)C)C(=O)N([C@H](C)CO)C[C@@H]2C)cc1	44.2%[activator]	-4.4	-6.9%	12.6%	16.8%	5.2%	-6.7%[57.1 µM]	-7.0%[57.1 µM]	-17.9%
Cn1c(=O)c2c(nc(Sc3ncccn3)n2Cc2ccccc2Cl)n(C)c1=O	22.5%	-4.5	3.1%	3.2%	-2.9%	2.4%	12.9%	5.9%	-13.0%
CCN(CC)CCOC(=O)c1ccc(NC(=O)CSc2cc(=O)n(CC)c3ccccc23)cc1	30.8%	1.7	i	11.2%	3.3%	2.1%	8.2%	5.4%	-29.8%

Profiles, quoted from the list.
Entry for Cn1c(=O)c2c(nc(Sc3ncccn3)n2Cc2ccccc2Cl)n(C)c1=O : HP1b chromo inh = 22.5%; PI4K2A block = -4.5; Tb PGK inh = 3.1%; mIDH1 inhibitor = 3.2%; GLS inh = -2.9%; Pin1 inhibitor = 2.4%; rTrxR1 inhibitor = 12.9%; TrxR1 substrate = 5.9%; USP1-UAF1 inh = -13.0%
Entry for CCN(CC)CCOC(=O)c1ccc(NC(=O)CSc2cc(=O)n(CC)c3ccccc23)cc1 : HP1b chromo inh = 30.8%; PI4K2A block = 1.7; Tb PGK inh = i; mIDH1 inhibitor = 11.2%; GLS inh = 3.3%; Pin1 inhibitor = 2.1%; rTrxR1 inhibitor = 8.2%; TrxR1 substrate = 5.4%; USP1-UAF1 inh = -29.8%
Entry for COc1ccc(N2CCN(S(=O)(=O)c3ccc(-c4ccno4)cc3OC)CC2)cc1 : HP1b chromo inh = -5.7%; PI4K2A block = -2.6; Tb PGK inh = i; mIDH1 inhibitor = 8.2%; GLS inh = 2.8%; Pin1 inhibitor = -3.0%; rTrxR1 inhibitor = 4.0%[57.1 µM]; TrxR1 substrate = -8.9%[57.1 µM]; USP1-UAF1 inh = -22.7%
